GSIS activator – GLuc luminescence reporter in INS-1E cells, primary screen for activators of glucose-dependent secretion of insulin; INS-1E GLuc reporter insulin secretion, 2-3 h; activation, % at 16.6 µM; 370,000 compounds, 0.61% hits; AID 743287, 2014;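 active = lowest replicate activation of at least 40%, so every replicate reaches that level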;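 note: 0% = median of neutral control wells and 100% = median of IBMX positive control wells; some compounds called inactive have numbers as strong as hits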
EWS-Fli block – EWS/Fli-driven NR0B1 reporter inhibitors, primary screen, A673 cells, NR0B1 luciferase, luminescence, MLPCN library; AID 651661, 2012; viability-normalised; 350,000 compounds, 0.67% hits; inhibition, % at 12.6 µM;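 active = mean inhibition of at least 50% after viability correction, with every replicate also passing that limit; inconclusive = mean reaches 50% but only one of two replicates passes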;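 note: firefly luciferase signal divided by Alamar Blue viability fluorescence both relative to DMSO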
XiGFP reactiv – activators of inactive X chromosome reactivation, primary screen, imaging, XiGFP fibroblasts, GFP high-content imaging, set 2; XiGFP mouse fibroblasts, % GFP-positive cells imaging, 3 d; cells co-treated with 5-aza-dC sensitizer; scaled so ellipticine positive control = 100%; activation, % at 7.58 µM; 360,000 compounds, 0.055% hits;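 active = mean normalized replicate activation at least 10% and every replicate at or above 10%; inconclusive = only one of the two criteria met; inactive = mean below 10% and not all replicates reach 10%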;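 note: 0% = median of on-plate neutral control wells and 100% = ellipticine 6 µM median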
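Assay system: SV40-immortalized XiGFP fibroblast cells, line 68-5-11; buffer or medium: DMEM plus 5-aza-dC sensitizer; compound: one concentration, pinned; timing: compounds 3 days, fix/stain 15 min at room temperature; benchmarks: positive control ellipticine, 6 µM final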
DENV2 CPE rescue – inhibitors of DENV2 cytopathic effect, primary screen, cell-based, plate reader, single concentration; 350,000 compounds, 1.7% hits; DENV2-infected cells, cytopathic effect rescue; AID 651640, 2012; CPE inhibition, % at 9.99 µM; in the data active = CPE inhibition above about 20%, passing the limit was not always enough; inconclusive = no clear call, values can overlap the other calls; tested in BHK-21 cells;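 note: 0% = median of neutral control wells and 100% = median of positive control wells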
PAX8 inh HTS – inhibitors of PAX8-driven TPO luciferase reporter, primary screen, RMG-I cells, single concentration. SteadyGlo, 24 h. inhibition, % at 12.6 µM. 360,000 compounds, 1.2% hits. AID 652154, 2013;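 active = mean replicate inhibition at least 60% with every replicate also reaching 60%; inconclusive = only one of the two criteria is met; inactive = mean below 60% and not all replicates reaching 60%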;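 note: luciferase light reporting Pax8 driven TPO promoter activity; plate controls were median of neutral control wells for no effect and mitoxantrone controls for full effect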
CFTR F508del cor – F508del CFTR correction, initial screen, CFBE line, single point; AID 720511, 2013; 350,000 compounds, 0.36% hits; CFBE cells, YFP halide quenching; stimulated with forskolin plus potentiator P3; % fluorescence drop versus neutral controls; activity (quench increase), % at 7.58 µM;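 active = mean added fluorescence quench of at least 8% versus neutral control, with both replicates also reaching 8%; inconclusive = only one of the mean or replicate conditions met; inactive = mean below 8% and not both replicates reaching 8%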;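 note: cells transiently co-express mutant CFTR-F508del with the halide-sensitive YFP; corrector assay measuring rescue of mutant channel to the surface after 24 h compound exposure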
ARNT TACC3 PPI – disruptors of ARNT/TACC3 protein interaction, primary screen, biochemical, AlphaScreen, single concentration | Transforming acidic coiled-coil-containing protein 3 (Homo sapiens), Q9Y6A5 | AlphaScreen His-ARNT PAS-B/GST-TACC3 binding, luminescence; TACC3 fragment carries E629A point mutation | inhibition, % at 9.99 µM | 390,000 compounds, 0.66% hits | AID 623870, 2012;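 active = mean inhibition of replicates at least 50% and at least half of replicates each reaching 50%; inconclusive = half or more replicates reach 50% but mean below 50%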;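 note: 0% = complete ARNT plus TACC3 wells and 100% = ARNT alone without TACC3; many hits fall short of the cut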
ERp5 inh – inhibitors of ERp5-driven insulin aggregation, primary screen, biochemical, turbidity, absorbance 650 nm, single point; Protein disulfide-isomerase A6 (Homo sapiens), Q15084; 90 min; inhibition, % at 9.99 µM; 350,000 compounds, 0.05% hits; AID 651711, 2012;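 active = mean replicate inhibition above about 25%, with every replicate also reaching it, limit read from the data, passing the limit was not always enough; inconclusive = only one of those two criteria met; inactive = neither criterion met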
Target sequence (Q15084 whole entry, looked up): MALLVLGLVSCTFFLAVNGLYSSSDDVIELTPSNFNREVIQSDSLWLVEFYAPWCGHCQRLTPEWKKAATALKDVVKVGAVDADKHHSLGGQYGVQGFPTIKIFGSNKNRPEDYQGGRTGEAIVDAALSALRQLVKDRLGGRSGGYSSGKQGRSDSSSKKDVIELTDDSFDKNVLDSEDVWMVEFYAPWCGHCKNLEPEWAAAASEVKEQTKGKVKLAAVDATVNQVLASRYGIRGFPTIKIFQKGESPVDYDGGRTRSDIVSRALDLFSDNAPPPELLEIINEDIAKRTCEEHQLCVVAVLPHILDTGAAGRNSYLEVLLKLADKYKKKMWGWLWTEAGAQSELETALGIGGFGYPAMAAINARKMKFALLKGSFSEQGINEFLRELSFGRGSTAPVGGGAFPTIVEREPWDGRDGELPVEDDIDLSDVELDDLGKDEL
The depositor's hits bear a star; ? = inconclusive; . = no result given. Outcome played no part in choosing rows (roughly 4.2% active in at least one column).

SMILES	GSIS activator	EWS-Fli block	XiGFP reactiv	DENV2 CPE rescue	PAX8 inh HTS	CFTR F508del cor	ARNT TACC3 PPI	ERp5 inh
CSc1ccc(CN2CCC2(C)C(=O)Nc2ccc3c(c2)OCO3)cc1 (configuration not stated)	-23	-5	0.1	-5	-1	0.6	.	2
Cc1cc(N2CCC(C)CC2)nc2cccc(O)c12	.	0	0.2	-9	-46	-1.5	7	1
C[C@]12CC[C@@H]3c4ccc(O[C@@H]5O[C@H](C(=O)O)[C@@H](O)[C@H](O)[C@H]5O)cc4CC[C@H]3[C@@H]1C[C@@H](O)[C@@H]2O	1	-9	0.0	1	-22	-3.2	2	4
Cc1cccc(C)c1NC(=O)C1c2ccccc2OCC(=O)N1C1CC1 (configuration not stated)	4	-2	-0.1	17	-14	7.3	.	3
CC(=O)N1c2ccccc2C(=O)C1N(C)c1ccc(C)cc1 (configuration not stated)	27	-1	0.2	-4	12	-2.3	5	-1
CCOC(=O)c1c(NC(=O)CC)sc2c1CCN(Cc1ccccc1)C2	16	-30	0.0	-3	7	-5.5	-1	0
Cc1ccc(-c2nnc(Nc3ccc4c(c3)OCO4)c3ccccc23)cc1S(=O)(=O)NC(C)C	-1	-10	-0.1	.	-4	-1.5	5	.
CCOC(=O)c1ccccc1NC(=O)Cc1ccc(OC)c(S(=O)(=O)N2CCOCC2)c1	-1	3	0.1	-5	8	-1.5	29	-2
O=[N+]([O-])c1ccc(OCc2cnc(Cl)s2)c([N+](=O)[O-])c1	12	-5	0.4	-2	-23	-4.9	-1	1
C[C@H](CO)N1C[C@H](C)[C@H](CN(C)C(=O)Nc2ccc3c(c2)OCO3)Oc2ccc(NC(=O)CCCN(C)C)cc2C1=O	16	.	-0.8	-3	-23	-2.6	5	-1
O=C(Nc1cccc(-c2cn3ccccc3n2)c1)C1CC1	11	.	.	.	-89	.	3	-3
COc1cccc(/C=N/NC(=O)CO/N=C(\C)c2cccs2)c1OC	-4	-2	.	10	.	1.1	-2	-7
CCOc1ccc(NC(=O)CCC(=O)c2ccc(F)cc2)cc1	-3	-4	0.0	6	21	0.2	-1	0
COc1ccc(C(C(=O)NC(C)(C)C)N(Cc2ccc(C)cc2)C(=O)CCC(=O)Nc2cc(C)on2)cc1 (configuration not stated)	-9	2	0.7	.	26	-1.6	.	2
COc1ccc(CN2C(=O)CSC2c2ccccn2)cc1 (configuration not stated)	-7	7	0.1	4	33	.	15	2

Another view of part of the listing above:
| SMILES | GSIS activator | EWS-Fli block | XiGFP reactiv | DENV2 CPE rescue | PAX8 inh HTS | CFTR F508del cor | ARNT TACC3 PPI | ERp5 inh |
| --- | --- | --- | --- | --- | --- | --- | --- | --- |
| Cc1cccc(C)c1NC(=O)C1c2ccccc2OCC(=O)N1C1CC1 (configuration not stated) | 4 | -2 | -0.1 | 17 | -14 | 7.3 | . | 3 |
| COc1cccc(/C=N/NC(=O)CO/N=C(\C)c2cccs2)c1OC | -4 | -2 | . | 10 | . | 1.1 | -2 | -7 |
| CC(=O)N1c2ccccc2C(=O)C1N(C)c1ccc(C)cc1 (configuration not stated) | 27 | -1 | 0.2 | -4 | 12 | -2.3 | 5 | -1 |

Additional structures follow:
SMILES	GSIS activator	EWS-Fli block	XiGFP reactiv	DENV2 CPE rescue	PAX8 inh HTS	CFTR F508del cor	ARNT TACC3 PPI	ERp5 inh
CNC[C@@H]1Oc2cc(-c3ccc(OC)cc3)ccc2S(=O)(=O)N([C@@H](C)CO)C[C@H]1C	10	19	0.2	.	.	1.8	.	.
COc1ccc(/C=N/Nc2ccccn2)cc1OC	37	-82	0.0	-3	-49	-2.1	22	5
COc1ccc(NC(=O)c2ccc(NCCN3C(=O)CCC3=O)c([N+](=O)[O-])c2)cc1	3	-10	0.0	6	6	-1.7	-15	-1
CC(=O)c1ccc(NC(=O)CN2C(=O)NC(C)(c3ccc4c(c3)OCCO4)C2=O)cc1 (configuration not stated)	30	9	0.1	-6	-8	-0.2	2	4
O=C(NCCN1CCCCC1)[C@@H]1[C@@H](CO)[C@@H]2Cn3c(cccc3=O)[C@H]1N2C(=O)C1CCCCC1	13	9	-0.1	-3	.	3.5	5	1
O=C(N/N=C/C1CC2CCC1C2)C1CC1 (configuration not stated)	20	-1	-0.1	-2	-7	2.9	-3	9
Clc1ccc(/C=N/N2CCCCC2)cc1	6	-105	0.2	1	-20	0.8	-2	-3
O=C(CN1CCN(c2ccc(Cl)cc2)CC1)NCc1cccs1	2	0	0.0	0	-23	0.4	12	-2
CC(C)OP(=O)(c1ccc(N(C)C)cc1)C(Nc1ccccc1)c1ccccc1 (configuration not stated)	-19	12	0.3	-3	2	4.1	6	3
CCN1CCN(C(=O)C2CCC(=O)N(CCCN3CCCC3=O)C2)CC1 (configuration not stated)	3	.	0.0	0	-8	-0.1	-3	0
C[C@@H]1CN([C@H](C)CO)C(=O)Cc2cc(NS(=O)(=O)c3cn(C)cn3)ccc2O[C@H]1CN(C)C(=O)Nc1ccc2c(c1)OCO2	21	-6	0.6	1	13	-4.0	-30	2
CC1CCN(S(=O)(=O)c2ccc3c(c2)N(CC(=O)NCCCN2C(C)CCCC2C)C(=O)CO3)CC1 (configuration not stated)	.	1	0.0	1	-16	-0.1	4	-2
Cc1nc(NC(=O)/C=C/c2ccc(Cl)cc2Cl)sc1C(=O)N(C)C	.	6	0.5	3	-2	.	-1	-7
O=C(Nc1ccc(F)cc1)N1CC(=O)N2[C@H](CO)[C@H](c3ccc(C#Cc4ccc(F)cc4)cc3)[C@@H]2C1	0	9	?	9	9	0.9	.	-4
CCC(=O)c1ccc(OCC(=O)Nc2ccc3c(c2)OCCO3)cc1	-2	-36	0.0	2	-162	-1.6	.	19

Complete entries, looked up by structure. Screens in order: GSIS activator | EWS-Fli block | XiGFP reactiv | DENV2 CPE rescue | PAX8 inh HTS | CFTR F508del cor | ARNT TACC3 PPI | ERp5 inh
`CC(=O)c1ccc(NC(=O)CN2C(=O)NC(C)(c3ccc4c(c3)OCCO4)C2=O)cc1` (configuration not stated) in the list: 30 | 9 | 0.1 | -6 | -8 | -0.2 | 2 | 4
`COc1ccc(/C=N/Nc2ccccn2)cc1OC` in the list: 37 | -82 | 0.0 | -3 | -49 | -2.1 | 22 | 5
`Clc1ccc(/C=N/N2CCCCC2)cc1` in the list: 6 | -105 | 0.2 | 1 | -20 | 0.8 | -2 | -3

Carrying on.
SMILES	GSIS activator	EWS-Fli block	XiGFP reactiv	DENV2 CPE rescue	PAX8 inh HTS	CFTR F508del cor	ARNT TACC3 PPI	ERp5 inh
CC(C(=O)NC(N)=O)N1C(=O)NC(c2ccccc2)(c2ccccc2)C1=O (configuration not stated)	-2	3	0.5	-2	-18	1.7	0	1
Cc1ccc(NCC(=O)Nc2cccc(S(=O)(=O)N(C)C)c2)c(Cl)c1	-27	.	0.3	.	-13	.	0	.
COc1cccc(C2C(C#N)=C(N)N(N(C)C)C3=C2C(=O)CC(C)(C)C3)c1OC (configuration not stated)	1	16	0.1	-3	18	-2.0	-9	2
Cc1cccc(-n2cnc3cc(C(=O)N4CCc5ccccc54)ccc32)c1	-34	.	0.9	.	-29	.	-3	.
CCC(=O)N1CCC2(CC1)Oc1ccc(F)cc1C(=O)C21CC(c2ccc(Cl)cc2)=NO1 (configuration not stated)	-13	4	0.1	-2	2	-3.7	-1	-3
C[C@@H]1CN([C@H](C)CO)C(=O)c2cccc(N(C)C)c2O[C@@H]1CN(C)C(=O)NC1CCCCC1	6	.	-0.4	-5	0	0.6	.	4
O=C(Cn1cc(C(=O)c2ccco2)c2ccccc21)Nc1ccccc1F	-33	0	-0.1	4	-3	2.0	-4	?
Cc1ccc(N(CC(=O)NCc2ccccc2)C(=O)CCC(=O)Nc2ccccn2)cc1C	-13	3	0.0	-5	-19	-0.9	.	3
CCc1cccc(NS(=O)(=O)c2c(C)nc3scc(C)n3c2=O)c1	2	-8	0.0	11	5	0.1	-1	-5
O=C(NNC(=O)c1cc(-c2ccccc2)nc2ccccc12)c1csc(N2CCOCC2)n1	-10	-4	-0.1	2	13	-3.3	19	4
CC(C)c1ccc(NC2CCCN(C(=O)c3cnc4ccccn4c3=O)C2)cc1 (configuration not stated)	-7	4	0.1	-9	11	0.1	2	-3
CCOC(=O)C1CCC(CN(Cc2ccccc2C)S(=O)(=O)c2ccc([N+](=O)[O-])cc2)CC1 (configuration not stated)	2	.	0.0	.	12	.	3	.
COC(=O)C[C@H]1CC[C@H]2[C@H](COc3ccc(NC(=O)c4ccc(C(F)(F)F)cc4)cc3C(=O)N2C)O1	-21	-57	0.0	?	-32	0.0	-11	-8
CN(C)S(=O)(=O)c1ccc(C(=O)Nc2cccc(S(=O)(=O)NC3=NCCC3)c2)cc1	-8	-9	-0.2	-3	1	3.7	1	5
O=C(C[C@@H]1C=C[C@@H](NC(=O)NC2CCCC2)[C@H](CO)O1)NCc1ccc(F)cc1	12	-3	0.2	2	-2	-2.5	-10	1
CCc1cc(-c2n[nH]c(CCC(=O)O)c2-c2nc3ccccc3n2C)c(O)cc1O	12	-44	0.0	5	3	-0.2	1	-8
COC(=O)[C@]12C[C@H](CC(=O)NCC3CCCCC3)C(=O)N(Cc3ccccc3)C1=C[C@H](C(C)C)O[C@@H]2C1CC1	.	-19	0.1	-11	7	-1.9	.	-1
Cc1ccc(C(=O)NCCCNc2ccc(C(F)(F)F)cc2[N+](=O)[O-])cc1	19	-8	0.4	6	-1	.	-10	0
CO[C@@H]1CC[C@H]2CCOc3ccc(C#N)cc3C(=O)N(C)C[C@@H](OC)[C@@H](C)C(=O)N(C)C[C@@H]1O2	.	-5	.	-2	25	.	-3	7
COc1ccc(Cl)cc1NC(=O)CN(C)C(=O)c1cn(-c2ccccc2)nc1-c1cccnc1	-17	10	0.2	4	11	-3.2	3	1
CO[C@H]1CN(C)C(=O)c2cc(NS(=O)(=O)c3ccc(C)cc3)ccc2OC[C@H](C)N(C)C[C@H]1C	14	14	0.4	10	.	1.2	17	-2
O=C(O)Cc1ccc(NC(=O)Nc2ccc3c(c2)OCO3)cc1	11	-57	0.1	-2	-74	-1.1	-2	4
N#C[C@H]1[C@@H](c2ccccc2C2=CCCCC2)[C@@H](CO)N1C(=O)c1ccccn1	9	-7	0.0	4	-6	0.1	.	2
CCOC(=O)C1=C[C@@H](C(C)C)N(S(=O)(=O)c2ccc(C)cc2)[C@H]1c1ccccc1F	5	-5	0.2	-2	5	-0.7	.	-5
COc1ccc(CCn2c(=S)[nH]c3ccc(N4CCOCC4)cc3c2=O)cc1OC	-5	-9	-0.1	-1	17	1.4	0	-3
CCNC(=O)C[C@@H]1CC[C@H]2[C@H](COc3ccc(NC(=O)Nc4ccc(C)cc4)cc3C(=O)N2C)O1	-6	-3	0.1	?	8	3.2	0	3
O=C(NNS(=O)(=O)c1ccc(Br)cc1)NC1CCCCC1	7	.	-0.1	.	0	.	-7	.

Bioassay records from PubChem.
